Bioassay records as filed in PubChem.
GSK3B inh – human GSK3beta kinase inhibitors, primary screen, biochemical, cell-free homogeneous, HTS; Glycogen synthase kinase-3 beta (Homo sapiens), P49841; GST-GSK3beta kinase, ADP-Glo luminescence, 60 min; hits give low values; activity score (negative = inhibition), % at 10 µM; 300,000 compounds, 0.038% hits;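 active = more than half of replicate wells score below -50%, meaning over 50% inhibition versus plate controls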;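 note: 0% = median DMSO wells and -100% = median GW8510 positive control wells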
Target sequence (P49841 whole entry, looked up): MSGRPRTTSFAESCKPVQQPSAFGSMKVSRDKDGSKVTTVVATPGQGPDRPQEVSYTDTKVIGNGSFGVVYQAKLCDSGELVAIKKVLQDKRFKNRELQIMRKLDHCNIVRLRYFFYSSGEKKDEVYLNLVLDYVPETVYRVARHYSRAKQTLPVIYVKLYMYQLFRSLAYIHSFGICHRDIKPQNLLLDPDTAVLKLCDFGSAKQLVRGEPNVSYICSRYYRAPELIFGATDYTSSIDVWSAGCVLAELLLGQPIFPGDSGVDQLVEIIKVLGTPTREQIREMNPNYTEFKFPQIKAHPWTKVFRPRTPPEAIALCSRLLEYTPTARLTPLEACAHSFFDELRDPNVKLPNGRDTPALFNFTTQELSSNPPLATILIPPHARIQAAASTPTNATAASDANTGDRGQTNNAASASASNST
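Assay system: GST-fused GSK3beta enzyme, cell-free / Medium: Tris pH 7.5 buffer with MgCl2, DTT, BSA, heparin / Also added: peptide substrate plus 25 µM ATP (final) / Compound: 10 µM single point / Timing: kinase reaction with compound 60 min at room temperature / Detection: ADP-Glo luminescence / Benchmarks: DMSO neutral wells and GW8510 at 20 µM as positive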
HSF1 activator – HSF-1 activators, primary screen, NIH3T3-HGL cells, MG132 stress, luminescence, single point | NIH3T3-HGL HSF-1 luciferase reporter, 8 h; 100% = twice DMSO control signal | activation, % at 9 µM | AID 504408, 2011 | 300,000 compounds, 1.7% hits;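 active = mean replicate activation of at least 50% with a set share of replicates each reaching 50%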;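 note: 0% = median of the neutral control wells and 100% = twice that signal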
IEC-6 tox – cytotoxicity in IEC-6 intestinal epithelial cells, primary screen, cytotoxicity control for KLF5 inhibitor project, cell-based, luminescence; IEC-6 cytotoxicity, luminescence viability; inhibition, % at 5 µM; 290,000 compounds, 0.78% hits; in the data active = inhibition above about 22%;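 note: 0% = plate median of test compound wells and 100% = cytotoxic reference compound wells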
aSyn 5UTR inh – MLPCN primary screen, SNCA 5' untranslated region | alpha-synuclein 5'UTR reporter, inhibitor activity | inhibition, % (tested at 7.5 µM) | 300,000 compounds, 0.82% hits | AID 1813, 2009; in the data active = inhibition above about 60%;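 note: H4 neuroglioblastoma cells stably carrying SNCA 5'UTR luciferase fusion; 0% = DMSO wells and 100% = positive control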
HSP90 inh – HSP90 inhibitors, primary screen, cell lysate, luminescence | inhibition, % at 5.6 µM | 290,000 compounds, 0.91% hits | Rabbit reticulocyte lysate, luciferase refolding luminescence, 3 h | AID 1789, 2009 | Heat shock protein HSP 90 (rabbit reticulocyte lysate; luciferase refolding);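 active = inhibition above the screen-wide mean plus 3 SD, computed separately per campaign, cut at about 16% in these data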;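 note: 0% = DMSO wells and 100% = 60 µM geldanamycin wells; inhibitors lower the luminescence because luciferase stays unfolded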
KLF5 inh – KLF5 expression inhibitors, primary screen, DLD-1 cells, luminescence. DLD-1 KLF5 promoter-luciferase reporter. inhibition, % at 5 µM. 290,000 compounds, 0.23% hits. AID 1700, 2009;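 active = inhibition above a per-plate limit of that plate's mean compound inhibition plus 3 SD, cut at about 60% in these data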;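 note: 0% = DMSO wells and 100% = LY294002 at 200 µM; higher means less KLF5 promoter-driven luciferase light; inactives centre near -14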
AI-2 QS modul – Vibrio harveyi AI-2 quorum sensing modulators, primary screen, JMH597 strain, luminescence/OD600 ratio. activity change, % at 7.5 µM. 300,000 compounds, 0.4% hits. Vibrio harveyi JMH597 AI-2 luminescence/OD600 ratio, 9 h; hits give low values; strain lacks LuxN and CqsS sensors; 0 = neutral-control median. AID 2094, 2009; in the data active = activity change below about -75%, passing the limit was not always enough;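 note: luminescence divided by OD600 gain over 9 h not by final OD600 alone; inactives centre near 13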
HSF1 inh – HSF1 inhibitors in luciferase reporter cells, primary screen, cell-based, NIH3T3, luminescence. NIH3T3-HGL HSE-luciferase, MG132-induced, luminescence 8 h; hits give low values. activity change, negative = inhibition, % at 7.5 µM (by protocol). 300,000 compounds, 0.77% hits;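 active = more than half of replicate wells show activity change below -50%, luminescence cut by over half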;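 note: luciferase reports HSF-1 transcriptional activity via heat shock element; 0% = median of DMSO wells and -100% = zero luminescence signal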
HIF activator – HIF pathway transcriptional activators, primary screen, cell-based, U2OS HRE-luciferase, luminescence; U2OS HRE-luciferase reporter; normalized: DMSO 0%, desferrioxamine 100%; activation, % at 7.5 µM (by protocol); 300,000 compounds, 0.32% hits;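 active = mean activation of at least 10% of the iron chelator positive control signal, with at least half of replicates also reaching 10%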
GSK3A inh – blockers of GSK3A enzyme activity – biochemical, luminescence, cell-free homogeneous, HTS, primary screen; GSK-3 alpha kinase, ADP-Glo luminescence, 60 min; inhibition, % at 10 µM; 320,000 compounds, 0.1% hits; AID 2650, 2010;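 in the data active = inhibition above about 50%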;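 note: GST-tagged GSK-3 alpha with peptide substrate and 25 µM ATP; 0% = DMSO neutral wells and 100% = GW8510 positive control wells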
Target sequence (P49840 whole entry, looked up): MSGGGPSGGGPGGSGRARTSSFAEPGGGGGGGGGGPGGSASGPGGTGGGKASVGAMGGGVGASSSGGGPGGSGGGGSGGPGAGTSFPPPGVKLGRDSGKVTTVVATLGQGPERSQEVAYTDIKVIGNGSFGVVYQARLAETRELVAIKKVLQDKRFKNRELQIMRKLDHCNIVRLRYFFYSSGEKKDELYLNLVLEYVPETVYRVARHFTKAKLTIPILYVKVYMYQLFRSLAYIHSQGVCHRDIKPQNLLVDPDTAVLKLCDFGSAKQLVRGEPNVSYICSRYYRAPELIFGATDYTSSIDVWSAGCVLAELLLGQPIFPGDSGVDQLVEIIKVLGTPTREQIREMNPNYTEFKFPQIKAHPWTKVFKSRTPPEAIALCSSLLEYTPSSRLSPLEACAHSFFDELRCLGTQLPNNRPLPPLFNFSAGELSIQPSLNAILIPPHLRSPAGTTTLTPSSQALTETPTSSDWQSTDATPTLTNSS
An asterisk follows results filed as active; · = not tested or not shown.

Letter code – A = GSK3B inh; B = HSF1 activator; C = IEC-6 tox; D = aSyn 5UTR inh; E = HSP90 inh; F = KLF5 inh; G = AI-2 QS modul; H = HSF1 inh; I = HIF activator; J = GSK3A inh
[1] C#CCOCCOCCOCCNc1nc(N2CCN(C(=O)C(Cc3ccc(O)cc3)n3cc(C(N)C(C)CC)nn3)CC2)nc(N2CCN(C(=O)C(Cc3ccc(O)cc3)n3cc(C(N)C(C)CC)nn3)CC2)n1 (centres undefined)
  A: 3	B: 1	C: -4	D: 10	E: -2	F: -14	G: 36	H: -5	I: -5.3	J: 2

[2] Cc1cc(Cl)ccc1NC(=S)NCc1ccco1
  A: 4	B: 32	C: 2	D: 1	E: 1	F: -56	G: -2	H: 10	I: 1.2	J: -2

[3] Cn1c(=O)oc2cc(S(=O)(=O)N3CCOCC3)ccc21
  A: 1	B: -7	C: -3	D: 8	E: -4	F: -11	G: -4	H: 1	I: -0.3	J: -2

[4] CC(=O)Nc1c(C(=O)C2CC2)oc2ccccc12
  A: 1	B: 1	C: -6	D: 24	E: -2	F: -7	G: 29	H: -7	I: -0.3	J: -3

[5] Cc1ccc(NC(=O)C2CCN(c3ncnc4c3nc3n4CCCCC3)CC2)nc1
  A: 3	B: -2	C: 4	D: -1	E: 34*	F: -66	G: 1	H: 3	I: -0.2	J: 1

[6] Cc1c(C(=O)Nc2c(C)n(C)n(-c3ccccc3)c2=O)oc2c(Cl)cccc12
  A: 3	B: -5	C: -1	D: -53	E: -4	F: 0	G: 15	H: 2	I: 0.7	J: -4

[7] Cc1c(Cl)cccc1-c1ccc(CNCc2ccccn2)o1
  A: 2	B: 21	C: 0	D: 0	E: -2	F: -10	G: 20	H: 21	I: 0.6	J: -3

[8] CCCc1ncc(C(O)c2cccc(OC)c2OC)n1C (centres undefined)
  A: -2	B: -2	C: 0	D: -11	E: 2	F: -2	G: 7	H: -3	I: -0.7	J: -1

[9] COc1ccc(NC(=O)NCCc2c[nH]c3ccccc23)c(OC)c1
  A: -2	B: 19	C: 3	D: 5	E: 1	F: -22	G: 9	H: 0	I: -0.3	J: -5

[10] COc1ccc(C(=O)N/C(=C\c2ccccc2)C(=O)Nc2ccc(C(=O)NCC(=O)O)cc2)cc1
  A: 1	B: -10	C: 4	D: -3	E: -3	F: -15	G: 17	H: -3	I: 0.4	J: -3

Filtered by structure: those above containing a carbonyl joined to an NH by a bond outside any ring.
Letter code – A = GSK3B inh; B = HSF1 activator; C = IEC-6 tox; D = aSyn 5UTR inh; E = HSP90 inh; F = KLF5 inh; G = AI-2 QS modul; H = HSF1 inh; I = HIF activator; J = GSK3A inh
[4] CC(=O)Nc1c(C(=O)C2CC2)oc2ccccc12
  A: 1	B: 1	C: -6	D: 24	E: -2	F: -7	G: 29	H: -7	I: -0.3	J: -3

[5] Cc1ccc(NC(=O)C2CCN(c3ncnc4c3nc3n4CCCCC3)CC2)nc1
  A: 3	B: -2	C: 4	D: -1	E: 34*	F: -66	G: 1	H: 3	I: -0.2	J: 1

[6] Cc1c(C(=O)Nc2c(C)n(C)n(-c3ccccc3)c2=O)oc2c(Cl)cccc12
  A: 3	B: -5	C: -1	D: -53	E: -4	F: 0	G: 15	H: 2	I: 0.7	J: -4

[9] COc1ccc(NC(=O)NCCc2c[nH]c3ccccc23)c(OC)c1
  A: -2	B: 19	C: 3	D: 5	E: 1	F: -22	G: 9	H: 0	I: -0.3	J: -5

[10] COc1ccc(C(=O)N/C(=C\c2ccccc2)C(=O)Nc2ccc(C(=O)NCC(=O)O)cc2)cc1
  A: 1	B: -10	C: 4	D: -3	E: -3	F: -15	G: 17	H: -3	I: 0.4	J: -3

Rewritten bar-delimited: entries from further up.
cpd | Compound | GSK3B inh | HSF1 activator | IEC-6 tox | aSyn 5UTR inh | HSP90 inh | KLF5 inh | AI-2 QS modul | HSF1 inh | HIF activator | GSK3A inh
1 | C#CCOCCOCCOCCNc1nc(N2CCN(C(=O)C(Cc3ccc(O)cc3)n3cc(C(N)C(C)CC)nn3)CC2)nc(N2CCN(C(=O)C(Cc3ccc(O)cc3)n3cc(C(N)C(C)CC)nn3)CC2)n1 (centres undefined) | 3 | 1 | -4 | 10 | -2 | -14 | 36 | -5 | -5.3 | 2
2 | Cc1cc(Cl)ccc1NC(=S)NCc1ccco1 | 4 | 32 | 2 | 1 | 1 | -56 | -2 | 10 | 1.2 | -2

Continuation.
Letter code – A = GSK3B inh; B = HSF1 activator; C = IEC-6 tox; D = aSyn 5UTR inh; E = HSP90 inh; F = KLF5 inh; G = AI-2 QS modul; H = HSF1 inh; I = HIF activator; J = GSK3A inh
[11] O=C1OCCC1Sc1nnc(-c2ccc(Br)cc2)o1 (centres undefined)
  A: 2	B: 9	C: 1	D: 49	E: 0	F: -11	G: 25	H: -13	I: -1.5	J: -3

[12] O=C(CSc1nnnn1-c1ccccc1)CC(=O)Nc1ccc(Cl)cc1
  A: 1	B: 22	C: 1	D: -20	E: -3	F: -110	G: -4	H: 0	I: 0.1	J: -2

[13] O=C1CC(N2CCC(c3nc4ccccc4o3)CC2)C(=O)N1Cc1cccs1 (centres undefined)
  A: 1	B: 29	C: -1	D: 25	E: -3	F: 14	G: 9	H: 13	I: -0.5	J: 2

[14] CC1(C)CC(CCN(Cc2ccccc2)C(=O)c2ccco2)(c2ccccc2)CCO1 (centres undefined)
  A: 2	B: 5	C: -3	D: 7	E: 0	F: -7	G: 23	H: -5	I: -0.3	J: -1

[15] NC1=NC2(CCCCC2)N=C(Nc2ccc(F)cc2F)N1
  A: 2	B: 20	C: -2	D: 7	E: -6	F: -7	G: 12	H: -1	I: -0.5	J: -4

[16] CC(C)CCNC(=O)CN(Cc1ccc2c(c1)OCO2)C(=O)Cn1nnc(-c2cccs2)n1
  A: 0	B: 8	C: -2	D: 6	E: 0	F: -21	G: -6	H: 6	I: 0.0	J: 0

[17] Cc1ccc([N+](=O)[O-])cc1S(=O)(=O)Nc1ccc(C(=O)N(C)C)cc1
  A: -1	B: -1	C: 4	D: -7	E: 3	F: -1	G: -5	H: 4	I: -0.2	J: 0

[18] CCCC(=O)Nc1ccc2nn(-c3ccc(OC)cc3)nc2c1
  A: 3	B: 22	C: 3	D: -121	E: 3	F: -143	G: 0	H: 23	I: 1.6	J: 1

[19] Cc1cc(C)nc(N/N=C/C(Cl)=C/c2ccccc2)n1
  A: -1	B: 29	C: 4	D: -55	E: -4	F: -82	G: 31	H: 8	I: 2.5	J: -5

[20] O=C1/C(=C/c2ccc(O)cc2)CCc2ccc([N+](=O)[O-])cc21
  A: 1	B: 1	C: -4	D: 23	E: 0	F: -4	G: 24	H: 9	I: 0.6	J: -1

[21] CC(C)c1cc(N2CCN(C(=O)c3ccco3)CC2)n2c(nc3ccccc32)c1C#N
  A: 1	B: -8	C: 0	D: 13	E: 0	F: -7	G: 18	H: 2	I: -0.2	J: 3

[22] Cc1cc(C)cc(Oc2c(C(F)(F)F)oc3cc(OCC(=O)O)ccc3c2=O)c1
  A: 1	B: -13	C: 2	D: -2	E: 3	F: -11	G: -3	H: -5	I: 2.9	J: -3

[23] Cc1ccccc1-c1nnn(C/C(N)=N/O)n1
  A: 0	B: 2	C: 2	D: 7	E: 3	F: -27	G: 9	H: -6	I: -0.4	J: -3

[24] COc1cc(OC)c2c(-c3ccccc3)cc(=O)oc2c1C(CC(=O)N1CCOCC1)c1ccc2c(c1)OCO2 (centres undefined)
  A: 3	B: 5	C: ·	D: 36	E: ·	F: ·	G: -9	H: 18	I: 0.1	J: 1

[25] CC(=O)NC(Cc1cc(C)ccc1C)C(=O)N1CCN(C(=O)c2ccc([N+](=O)[O-])cc2)CC1 (centres undefined)
  A: 2	B: -17	C: 0	D: -1	E: -1	F: 1	G: 13	H: -5	I: 1.2	J: 2

[26] CCOc1ccc(OCC)c(N=c2oc3c(C)ncc(CO)c3cc2C(N)=O)c1
  A: -2	B: 6	C: 0	D: 1	E: 1	F: -12	G: 5	H: -2	I: -0.1	J: -2

[27] CSc1ncccc1C(=O)N1CCN(S(=O)(=O)c2cc(C)ccc2C)CC1
  A: -1	B: -4	C: 0	D: 15	E: 3	F: -9	G: 3	H: -7	I: -1.3	J: -1

Outcome played no part in choosing rows. Share with any hit: about 4.7%.
